TexasRed fluor = alters Texas Red total fluorescence, flagging assay interference. TRb/SRC2 Texas Red total fluorescence interference. Potency, µM (titrated, usually from 106 µM), for the others: top-dose fluorescence change, negative = quenching. actives 0.29% (n = 280,000); active = well fitted curve in either direction with a large enough effect; inconclusive = small, poorly fitted or top-dose-only effect; note: potency is the fitted concentration of half-maximal effect; % is set by controls: 0 for no effect and ±100 for the full control effect
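Flags fluorescent or light-absorbing compounds by total fluorescence, S + 2P, at 555 nm excitation and 632 nm emission. Mixture: 20 nM Texas Red SRC2 peptide, 0.6 uM human TRb LBD, 1 uM T3, 5% DMSO; compound exposure 5 h at ambient temperature.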
NPSR antag = antagonists of human neuropeptide S receptor cAMP signaling; Potency, µM (highest dose often 38.3 µM), for inactives: at the top dose activity change, negative = inhibition, actives largely listed as inhibitors; actives 1% (n = 220,000); Q6W5P4; AID 1461; CHO-NPSR cells, cAMP TR-FRET, antagonist mode; note: potency is the fitted concentration of half-maximal effect; % is set by controls: 0 for no effect and ±100 for the full control effect; nearly all actives have a fitted effect of over 50% in size; many of its hits are not listed in these tables
Target sequence (Q6W5P4 whole entry, looked up): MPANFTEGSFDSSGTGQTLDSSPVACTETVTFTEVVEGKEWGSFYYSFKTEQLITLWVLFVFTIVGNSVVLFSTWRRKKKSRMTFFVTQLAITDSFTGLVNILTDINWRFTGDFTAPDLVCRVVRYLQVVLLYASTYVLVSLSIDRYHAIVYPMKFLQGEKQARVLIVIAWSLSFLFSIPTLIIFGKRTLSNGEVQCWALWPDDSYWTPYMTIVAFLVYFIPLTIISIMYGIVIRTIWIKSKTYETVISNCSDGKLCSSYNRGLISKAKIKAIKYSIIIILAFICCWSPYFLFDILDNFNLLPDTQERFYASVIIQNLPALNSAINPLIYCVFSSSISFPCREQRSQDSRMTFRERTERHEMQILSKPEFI
Tau fluor counter = counter-screen for tau fibril formation inhibitors; actives 0.93% (n = 280,000); tau K18 P301L Alexa594 fluorescence, heparin fibrillization; Potency, µM (highest dose often 57.7 µM), for inactives: top-dose activity change, negative = decrease; note: potency is the fitted concentration of half-maximal effect; % is set by controls: 0 for no effect and ±100 for the full control effect; nearly all actives have a fitted effect of over 55% in size
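Human tau K18 P301L (15 uM unlabeled, 0.24 uM Alexa 594-labeled) in 100 mM sodium acetate pH 7 with 20 uM heparin, 6 hr at 37 C. ThT 30 uM added, 1 hr ambient; Alexa 594 FP and total fluorescence read at 555/632 nm.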
TRb SRC2 PPI = inhibitors of human thyroid hormone receptor beta-SRC2 interaction; P10828; TRbeta-SRC2 peptide binding, fluorescence polarization; receptor liganded with 1 µM T3; Potency, µM (series often up to 106 µM), without a hit: at the highest dose activity change, negative = inhibition, actives largely listed as inhibitors; actives 0.065% (n = 280,000);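 note: potency is the fitted concentration of half-maximal effect; plate controls were bound peptide for no effect and peptide without receptor for full effect; nearly all actives have a fitted effect of over 50% in size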
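Read-out is fluorescence polarization (555 nm excitation, 632 nm emission) of a Texas Red SRC2 coactivator peptide; loss of signal reflects blocked binding to human TRb ligand-binding domain in the presence of 1 uM T3.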
aGal spleen mod = alpha-galactosidase A (human) modulation; human spleen homogenate, 4MU-alpha-Gal fluorescence, 40 min; Potency, µM (doses to about 80 µM), for inactives: at the top dose activity change, negative = inhibition, usual class: inhibitors; actives 0.008% (n = 240,000); AID 2107;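 note: potency is the fitted concentration of half-maximal effect; 0% = enzyme with vehicle and -100% = no enzyme basal signal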
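Inhibition or activation of alpha-galactosidase in human spleen homogenate is scored by 4-MU fluorescence after 40 min at 37C, pH 5.0, with 1 mM substrate. AC50s come from concentration-response fitted to the Hill equation.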
Tau FP inhib = inhibitors of human tau fibril formation. P10636. K18 P301L tau heparin fibrillization, Alexa594 FP, 6 h. actives 0.39% (n = 280,000). Potency, µM (top dose mostly 57.7 µM), inactives show at the top dose activity, negative = inhibition, usual class: inhibitors. AID 1468; note: potency is the fitted concentration of half-maximal effect; % is set by controls: 0 for no effect and ±100 for the full control effect; nearly all actives have a fitted effect of over 55% in size
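Steps: dispense K18 P301L tau (15 uM plus 0.24 uM Alexa 594 tracer, final) in pH 7 sodium acetate; add compound; add heparin (20 uM final); incubate 6 hr, 37 C; add ThT (30 uM final); after 1 hr ambient, read FP.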
CBFb-RUNX1 inh = blocks binding between human CBF-beta and RUNX1 | Q01196+Q13951 | AlphaScreen CBFb-His/RUNX1-biotin binding, biochemical | Potency, µM (series often up to 59.8 µM), for the others: top-dose activity, negative = inhibition, hits mostly inhibitors | 230,000 tested, under 10 active | AID 1477; note: % of control where 0% means no effect
Target sequence (Q01196 whole entry, looked up): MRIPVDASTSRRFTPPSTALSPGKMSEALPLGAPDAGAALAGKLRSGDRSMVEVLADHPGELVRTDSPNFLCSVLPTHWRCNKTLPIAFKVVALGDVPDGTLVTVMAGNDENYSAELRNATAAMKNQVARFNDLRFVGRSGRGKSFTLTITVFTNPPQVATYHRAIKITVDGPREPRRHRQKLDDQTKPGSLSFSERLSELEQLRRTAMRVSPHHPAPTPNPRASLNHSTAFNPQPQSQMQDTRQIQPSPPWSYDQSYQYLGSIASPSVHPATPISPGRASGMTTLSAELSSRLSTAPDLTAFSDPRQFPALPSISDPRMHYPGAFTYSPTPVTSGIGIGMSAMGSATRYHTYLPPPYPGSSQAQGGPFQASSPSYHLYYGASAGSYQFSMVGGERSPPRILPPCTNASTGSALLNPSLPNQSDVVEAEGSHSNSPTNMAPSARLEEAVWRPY
Target sequence (Q13951 whole entry, looked up): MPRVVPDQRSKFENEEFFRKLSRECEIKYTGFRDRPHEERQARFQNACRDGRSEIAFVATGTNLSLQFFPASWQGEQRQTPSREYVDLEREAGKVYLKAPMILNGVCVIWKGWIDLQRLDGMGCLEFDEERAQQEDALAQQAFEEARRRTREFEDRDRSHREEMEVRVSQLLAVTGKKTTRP
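CBF-beta (His) and RUNX1 (biotin), 30 nM each; 20 min preassociation; + compound, 15 min; + beads 50 ng each (Ni, streptavidin), 90 min; RT; AlphaScreen read.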
Epigenetic reg = derepresses silenced GFP reporter in murine cells. AID 1865. murine LDR cells, GFP reporter derepression, 30 h. Potency, µM (highest dose often 53.9 µM), inactives show at the highest dose GFP activation, most hits filed as activators. actives 0.2% (n = 280,000); note: potency is the fitted concentration of half-maximal effect; % of control where 0% means no effect; nearly all actives have a fitted effect of over 60% in size
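Readout is the number of GFP-expressing murine LDR cells, counted by cytometry following washing. Cells were treated with compound for 30 h at 37 C; the stably integrated CMV-GFP locus is normally silent.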
* = called active by the depositor; ? = inconclusive; · = no result given; [ ] = dose if it differs, or a comment. Unless noted, calls come from the whole dose curve; as a rule, active = well fitted curve in the direction sought with a large enough effect; inconclusive = small, poorly fitted or top-dose-only effect, or another doubt; inactive = no such curve, though single readings can be large; an effect the other way counts as inactive or inconclusive. These rows are one share of the data. The share of hits here may be higher or lower than overall.

mol,TexasRed fluor,NPSR antag,Tau fluor counter,TRb SRC2 PPI,aGal spleen mod,Tau FP inhib,CBFb-RUNX1 inh,Epigenetic reg
COc1ccc(-c2nc3ccccc3n3c(-c4cccc(C)c4)c4c(=O)n(C)c(=O)n(C)c4c23)cc1OC,-9%,·,-8%,3%,·,-12%,·,-1.0%
Cc1ccccc1NC(=O)c1nc2nccc(C)n2n1,0%,6%,7%,-4%,2%,-3%,-11%,1.7%
COC(=O)c1ccccc1NC(=O)Oc1ccc(C(C)C)cc1,-4%,6%[46.1 µM],-3%,-1%,-6%,-5%,2%,2.5%
COc1ccccc1/C=C(/C(=O)NCCCn1ccnc1)c1ccccc1,0%,1%,1%,-6%,3%,5%,-3%,-3.6%
Oc1ccc(/C=N/Nc2ccc(C(F)(F)F)cn2)cc1,-3%,-37%,11µM*[quencher],1%,13%,21%,-2%,7.6%
O=C(NC1=NCCS1)C1Cc2ccccc2CN1C(=O)c1ccccc1 (stereo unspecified),-5%,-9%[46.1 µM],1%,1%,11%,2%,-3%,-1.0%
Cc1ccc(N(CC(=O)Nc2c(C)n(C)n(-c3ccccc3)c2=O)S(C)(=O)=O)cc1C,-5%,-13%[46.1 µM],0%,8%,0%,2%,12%,2.3%
CCCCSc1ncnc2c1sc1nc(N3CCOCC3)c3c(c12)CCCC3,?,·,-6%,-11%,·,-15%,·,-1.0%
COC(=O)c1ccc(COc2cc(O)c3c(c2)OC(C)(C)CC3=O)cc1,2%,?,-24%,-3%,-8%,-1%,2%,-9.5%
CC1CC(C)CN(C(=O)Cn2c(=O)n(CCCCC(=O)NC3CCCC3)c(=O)c3ccccc32)C1 (stereo unspecified),0%,-15%[46.1 µM],-1%,-4%,4%,2%,8%,-1.1%
CC(C(=O)Nc1ccc2c(c1)OCCO2)c1ccc([N+](=O)[O-])cc1 (stereo unspecified),-2%,-11%,-5%,-5%,-6%,5%,-8%,1.5%
CCCN1Cc2cccc(C(=O)Nc3ccc4c(c3)OCO4)c2C1=O,-3%,?,?,-8%,2%,15%,-6%,0.0%
Cc1c(Cl)cccc1NC(=S)N(Cc1ccccc1)Cc1cccnc1,0%,-42%,-11%,-5%,6%,3%,1%,-0.4%
O=C(NC(=S)N1CCN(c2ccccc2)CC1)c1ccc(S(=O)(=O)N2CCOCC2)cc1,-3%,-11%,-9%,6%,2%,4%,-4%,1.1%
Cc1ccc(Nc2cc(-n3nc(C)cc3C)ncn2)cc1,0%,-3%[46.1 µM],-1%,-14%,2%,-3%,16%,-7.9%
O=C(Nc1ccc(NC(=O)c2cccs2)cc1)c1ccc2c(c1)OCO2,0%,-6%,4%,-2%,-9%,5%,13%,4.3%
OC(CC#CCN1CCCC1)(c1ccccc1)c1ccccc1,0%,17%,7%,2%,7%,5%,6%,2.3%
COc1ccc(Cn2c(C(=O)O)c(CNCc3ccc(OC)cc3OC)c3ccc(C)cc32)cc1,-1%,·,-9%,-3%,·,5%,·,0.3%
CCCOc1ccc(Cc2nn3c(=O)/c(=C/c4ccco4)sc3nc2=O)cc1,-11%,-4%[46.1 µM],-23%,-5%,-1%,-11%,?,2.3%
CC(=O)Nc1nc(-c2cc([N+](=O)[O-])cs2)cs1,1%,-21%,-20%,-3%,-7%,5%,-9%,-4.6%
CCO[C@H]1OC(C(=O)NC2CC2)=C[C@@H](c2csc3ccccc23)[C@@H]1CCCO,1%,6%,-8%,-5%,6%,-1%,16%,2.5%
Clc1ccc(SCCN2CCNCC2)cc1,-1%,-4%,-11%,4%,9%,-6%,7%,0.0%
Clc1ccc(CN2CCC(Cc3ccccc3)CC2)cc1,-4%,-4%[46.1 µM],-6%,4%,7%,3%,1%,2.1%
COC(=O)c1cccc(NC(=O)CN(c2ccc3c(c2)OCO3)S(C)(=O)=O)c1C,-3%,?,-2%,5%,17%,2%,-4%,-2.3%
COC(=O)c1ccc(C)c(NC(=O)CCNC(=O)c2ccc([N+](=O)[O-])cc2)c1,-7%,19%,-11%,-4%,0%,-7%,2%,0.0%
CC1CCN(c2ccc(NC(=O)c3ccccc3[N+](=O)[O-])cc2)CC1,1%,9%,-22%,4%,7%,-3%,-11%,1.1%
COc1ccccc1N1CCN(C(=O)c2oc3ccccc3c2C)CC1,-7%,0%[46.1 µM],6%,-6%,?,-4%,0%,-0.3%
O=S(=O)(Nc1ccc(F)cc1)N1CCCCCC1,0%,-6%[46.1 µM],-1%,-3%,?,6%,2%,0.0%
CCN(CC)C(=O)c1sc2nc(-c3cccs3)cc(-c3cccs3)c2c1N,2%,?,?,-2%,-8%,-5%,18%,?
CCCCOC(=O)c1ccc(NC(=O)c2ocnc2C)cc1,0%,-12%[46.1 µM],-17%,1%,14%,-7%,6%,-1.0%
O=C(Nc1ccc2oc(-c3ccncc3)nc2c1)c1cccs1,-2%,-17%[46.1 µM],-3%,9%,3%,-5%,13%,1.7%
COc1ccccc1CNC(=O)CCCn1c(=O)c2ccccc2n(CC(=O)NC2CCCC2)c1=O,-6%,-6%[46.1 µM],-12%,-7%,1%,-3%,6%,0.0%
CCOc1ccc2nc(NC(=S)N(C)C)sc2c1,-4%,?,?,-14%,-6%,10%,-4%,-3.3%
COC(=O)c1ccc(NC(=S)NN2CCCCC2c2cccnc2)cc1 (stereo unspecified),-3%,1%,-8%,-1%,4%,-14%,8%,-1.4%
O=P(CO)(Cc1ccccc1)Cc1ccccc1,-6%,7%[46.1 µM],3%,0%,-6%,-10%,-5%,3.2%
CCCCN1C(=O)C(O)(c2c(C)[nH]c3ccccc23)c2cc(Br)ccc21 (stereo unspecified),-11%,·,?,4%,·,14%,·,0.8%
CCCOc1cccc(C(=O)Nc2ccc(-c3cc4ccccc4oc3=O)c(C)c2)c1,?,·,-22%,-12%,·,-13%,·,-0.8%
Nc1nc(CSCCO)nc(Nc2ccc(F)cc2)n1,1%,1%[46.1 µM],-7%,-4%,-1%,-2%,9%,-0.9%
C[N+](C)(C)CCOP(=O)(O)OP(=O)([O-])OC[C@H]1O[C@@H](n2ccc(N)nc2=O)[C@H](O)[C@@H]1O,-3%,9%,-6%,8%,-2%,4%,2%,-3.9%
COc1ccc2nc(SC(C(=O)c3ccccc3)c3ccccc3)nc(C)c2c1 (stereo unspecified),1%,-18%,-21%,-6%,-18%,-13%,21%,-3.0%
CC12CN3CC(=O)N4CC5(C)CN(CC(C)(C4)C5=O)C(=O)CN(C1)CC(C)(C3)C2=O,-2%,2%[46.1 µM],-4%,-4%,3%,-9%,0%,-5.1%
Cc1ccc(Cn2ncc(C)c2N)o1,1%,6%,-9%,6%,-7%,-2%,5%,-1.0%
COc1ccc(NC(=O)c2cc(S(=O)(=O)Nc3ccc(OC)cc3)cs2)cc1,-3%,-12%,13µM*[quencher],8%,-8%,?,3%,5.6%
C=CCn1c(SCC(=O)c2cc(C)n(CC3CCCO3)c2C)nnc1-c1ccccc1 (stereo unspecified),-3%,-9%[46.1 µM],1%,1%,-5%,-1%,-1%,0.0%
C=CCc1c(OC(C)=O)c2ccccc2n(C)c1=O,1%,20%,-2%,0%,10%,-2%,1%,2.3%

A portion from further up, for reference:
mol,TexasRed fluor,NPSR antag,Tau fluor counter,TRb SRC2 PPI,aGal spleen mod,Tau FP inhib,CBFb-RUNX1 inh,Epigenetic reg
O=C(Nc1ccc2oc(-c3ccncc3)nc2c1)c1cccs1,-2%,-17%[46.1 µM],-3%,9%,3%,-5%,13%,1.7%
COc1ccccc1CNC(=O)CCCn1c(=O)c2ccccc2n(CC(=O)NC2CCCC2)c1=O,-6%,-6%[46.1 µM],-12%,-7%,1%,-3%,6%,0.0%
CCOc1ccc2nc(NC(=S)N(C)C)sc2c1,-4%,?,?,-14%,-6%,10%,-4%,-3.3%
COC(=O)c1ccc(NC(=S)NN2CCCCC2c2cccnc2)cc1 (stereo unspecified),-3%,1%,-8%,-1%,4%,-14%,8%,-1.4%

(further entries)
mol,TexasRed fluor,NPSR antag,Tau fluor counter,TRb SRC2 PPI,aGal spleen mod,Tau FP inhib,CBFb-RUNX1 inh,Epigenetic reg
Cn1c(=O)n(C)c2cc(N3CCOCC3)c(NS(=O)(=O)c3ccc(C(C)(C)C)cc3)cc21,-1%,·,-11%,4%,·,1%,·,0.9%
Cc1ccc(/C=C/C(=O)c2cc(Br)ccc2OC(=O)c2ccco2)cc1,-7%,-14%[46.1 µM],-8%,-4%,-2%,13%,2%,5.7%
Cc1ccc(NC(=O)N2CCC(C(=O)NCc3ccc(F)cc3)CC2)cc1,-3%,-15%[46.1 µM],9%,-2%,-4%,4%,10%,-2.4%
Cc1cccc(N2CCN(S(=O)(=O)c3cc(Br)cc4c3N(C(=O)C3CC3)CC4)CC2C)c1 (stereo unspecified),-2%,·,-23%,9%,·,?,·,-1.1%
COc1cc(OC)cc(-c2nc3ccccc3s2)c1,-4%,-8%[46.1 µM],-19%,5%,3%,-11%,29%,1.5%
CCN(CC)S(=O)(=O)c1ccc2c(c1)N(CC(=O)Nc1ccc(OC)cc1)C(=O)CS2,0%,·,-23%,1%,·,5%,·,1.1%
CCOc1ccc(C(=O)NCCc2sc(-c3cccc(F)c3)nc2C)cc1OCC,2%,·,-25%,3%,·,-4%,·,1.1%
CC(C)[C@H](NC(=O)c1ccc(F)cc1)C(=O)OCC(=O)NC(=O)c1cccn1C,-18%,-1%[46.1 µM],-7%,4%,2%,9%,1%,0.0%
Cc1c(Cl)cccc1NC(=O)CNC(=O)c1ccc(F)cc1,?,7%,-2%,9%,0%,-3%,0%,-1.1%
Cc1ccc(C)c(N2CCN(S(=O)(=O)c3cnc(N)nc3)CC2)c1,-18%,·,-13%,0%,·,1%,·,0.0%

Screens as filed in PubChem BioAssay.
